Source: PubChem
UGM FP inh: blocks M. tuberculosis UGM enzyme; inhibition, % at 10 µM; purified UGM, fluorescence polarization probe displacement; P9WIQ1; 320,000 tested, 0.06% active; AID 504406; in the data active means inhibition above about 10%, passing the limit was not always enough; inconclusive means no clear call, values can overlap the other calls
PrPC surface inh: inhibitors of human cell surface prion protein PrPC; P04156; TR-FRET read-out; inhibition, % at 13.8 µM; 370,000 tested, 0.43% active; AID 720596; in the data active means inhibition above about 24%; further: 0% = median of the test wells and 100% = reference compound wells
Rv3671c protease: inhibitors of M. tuberculosis serine protease Rv3671c; P9WHR9; AID 2606; inhibition, % at 5.96 µM; 320,000 tested, 0.048% active; in the data active means inhibition above about 38%;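 further: extracellular domain of Rv3671c used as enzyme; 0% = enzyme with DMSO and 100% = no enzyme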
Target sequence (P9WHR9 whole entry, looked up, the tested form may be a part): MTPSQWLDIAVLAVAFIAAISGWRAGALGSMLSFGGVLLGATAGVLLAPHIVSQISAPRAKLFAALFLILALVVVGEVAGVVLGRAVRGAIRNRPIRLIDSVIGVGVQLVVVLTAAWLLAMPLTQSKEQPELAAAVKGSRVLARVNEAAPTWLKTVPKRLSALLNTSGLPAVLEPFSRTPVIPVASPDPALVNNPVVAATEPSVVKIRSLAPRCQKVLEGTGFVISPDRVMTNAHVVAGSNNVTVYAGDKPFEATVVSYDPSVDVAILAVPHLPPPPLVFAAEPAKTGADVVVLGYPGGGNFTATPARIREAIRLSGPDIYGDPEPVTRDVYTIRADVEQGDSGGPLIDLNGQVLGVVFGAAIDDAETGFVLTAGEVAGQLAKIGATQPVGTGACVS
FadD28 binding: blocks FadD28 binding to the bisubstrate probe | AID 588549 | inhibition, % at 12.5 µM | 360,000 tested, 0.22% active | fluorescence polarization; in the data active means inhibition above about 8.5%, passing the limit was not always enough; inconclusive means no clear call, values can overlap the other calls
Mtb FBA inh: inhibitors of M. tuberculosis fructose-bisphosphate aldolase; inhibition, % at 1 µM; 360,000 tested, 2.3% active; purified M. tuberculosis FBA, fluorescence read-out; in the data active means inhibition above about 27%;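 further: 0% = vehicle and 100% = reference inhibitor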
Target sequence (P9WQA3 whole entry, looked up): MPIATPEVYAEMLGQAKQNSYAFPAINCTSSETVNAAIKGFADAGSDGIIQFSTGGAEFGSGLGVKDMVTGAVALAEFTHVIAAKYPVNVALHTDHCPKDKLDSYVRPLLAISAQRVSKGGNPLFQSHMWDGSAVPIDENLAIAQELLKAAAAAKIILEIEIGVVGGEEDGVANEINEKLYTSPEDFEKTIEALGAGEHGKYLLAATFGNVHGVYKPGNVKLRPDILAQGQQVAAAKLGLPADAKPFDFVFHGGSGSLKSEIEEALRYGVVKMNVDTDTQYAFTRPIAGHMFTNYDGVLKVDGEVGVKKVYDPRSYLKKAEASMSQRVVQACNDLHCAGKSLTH
GDH-TPI counter: counter-screen for M. tuberculosis FBA inhibitors: GDH-TPI coupled enzymes. GDH-TPI coupled enzyme counterscreen, NADH absorbance. 360,000 tested, 1.2% active. inhibition, % at 4.8 µM; in the data active means inhibition above about 30%;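 further: 0% = DMSO wells and 100% = wells lacking the enzyme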
MazF activator: increases E. coli MazEF RNase cleavage of RNA; activation, % at 20 µM; FAM/BHQ RNA-DNA oligo cleavage fluorescence, 5 h; 350,000 tested, 0.32% active; AID 504720; P0AE70; in the data active means activation above about 50%
Target sequence (P0AE70 whole entry, looked up): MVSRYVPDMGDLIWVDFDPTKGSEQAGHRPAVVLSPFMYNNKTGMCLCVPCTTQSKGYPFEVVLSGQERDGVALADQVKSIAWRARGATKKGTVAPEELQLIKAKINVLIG
Mtb BioA inh: BioA (M. tuberculosis) enzyme inhibition | 360,000 tested, 0.096% active | inhibition, % at 9.99 µM | AID 602481 | purified M. tuberculosis BioA enzyme, plate reader; in the data active means inhibition above about 40%; inconclusive means no clear call, values can overlap the other calls
BoNT F protease: inhibitors of Botulinum neurotoxin F light chain protease | 360,000 tested, 0.22% active | Multiplex microsphere protease cleavage assay, flow cytometry | AID 588497 | inhibition, % at 10 µM; in the data active means inhibition above about 35%, passing the limit was not always enough; inconclusive means no clear call, values can overlap the other calls; further: plate controls were buffer without enzyme for full effect and enzyme alone for no effect
* hit, by the source's call; ? = inconclusive; / = not tested or not shown.

SMILES	UGM FP inh	PrPC surface inh	Rv3671c protease	FadD28 binding	Mtb FBA inh	GDH-TPI counter	MazF activator	Mtb BioA inh	BoNT F protease
CCOC(=O)N1CCC(NC(=O)c2ccc3c(c2)N=C(C)c2ccccc2S3)CC1	-0.2	6	-8	-2.2	2	6	0	-1.1	1
COc1ccc(C)cc1NC(=O)CCN1CCN(c2ccccc2F)CC1	0.1	-1	-1	-2.3	1	0	1	5.2	-4
O=C(OCc1ccccc1)N1CCC2CC1c1ccc(Cl)cc12 (stereo unspecified)	/	2	/	-1.9	4	5	-10	-0.6	0
CCc1nnc(NC(=O)C2CCCN2C(=O)NC2CCCCC2)s1 (stereo unspecified)	-0.5	2	-2	-4.6	-2	10	4	1.7	-14
COC(=O)[C@@H](NC(=O)Nc1ccc(S(N)(=O)=O)cc1)C(C)C	1.2	1	-7	-2.4	1	-3	-3	/	-5
COC(=O)c1ccc(NC(=O)Nc2ccc(OC)c(OC)c2)cc1	3.1	5	-3	2.2	-3	1	8	/	0
CC(NC(=O)C(=S)N1CCN(C)CC1)c1ccccc1 (stereo unspecified)	-1.3	-5	1	-4.3	-1	0	-3	-1.7	-1
COCCNCc1nc2sc(C)c(-c3ccccc3)c2c(=O)[nH]1	5.7	7	3	0.9	7	14	5	-1.4	-1
CN(CC(=O)Nc1ccc(OC(F)(F)F)cc1)C1CCCCC1	0.4	-10	3	-1.9	-1	3	10	-1.2	5
CCN1CCN(C(=O)c2cc3c(=O)oc4ccc(C)cc4c3s2)CC1	-1.5	-2	2	-3.4	1	16	13	0.1	-2
CN(C)S(=O)(=O)c1ccc(NC(=O)C2COc3ccccc3O2)cc1 (stereo unspecified)	0.8	0	0	0.1	3	9	4	23	6
O=C1/C(=C/c2ccccc2)SC(=S)N1CC(=O)N1CCCCC1c1cccnc1 (stereo unspecified)	-2.7	-4	-4	-3.9	-2	19	-16	-0.7	/
O=C1c2ccsc2SCCN1Cc1ccccc1	-1.2	8	4	-3.5	2	1	-3	/	-2
COc1ccc(CNC(=O)CCNC(=O)N2CCn3c2nc2ccccc23)cc1	2.7	2	7	-4.8	-4	-1	13	-1.0	3
O=C1Nc2cc(C(=O)N3CCN(c4ccc(F)cc4)CC3)ccc2NC1CSCc1cccc(F)c1 (stereo unspecified)	3.3	-10	-20	-3.4	-1	9	-48	-1.1	8

SMILES	UGM FP inh	PrPC surface inh	Rv3671c protease	FadD28 binding	Mtb FBA inh	GDH-TPI counter	MazF activator	Mtb BioA inh	BoNT F protease
COc1ccccc1OCCCC(=O)NC(C)c1ccccc1 (stereo unspecified)	2.6	-6	4	-0.2	-3	12	0	/	2
CCC(C(=O)O/N=C(\N)c1ccc(Cl)cc1)c1ccccc1 (stereo unspecified)	-1.3	7	0	-5.3	0	1	3	1.9	-7
CCOc1ccc(C2=NNC(c3cccnc3)=Nc3ccc(OC)cc32)cc1	-4.3	-2	-9	-2.6	-6	6	4	/	-4
Cn1nc(C(F)(F)F)c(-c2ccccc2)c1NC(=O)CCC(=O)O	-1.6	3	2	-2.5	2	5	6	-0.3	8
CC(C)c1cc(Cn2c3ccccc3c(=O)n2C(C)CBr)on1 (stereo unspecified)	/	0	/	0.9	96*	/	/	-3.1	-8
Cn1c(=O)n(CCCOc2ccc(Br)cc2)c2ccccc21	1.3	-2	3	-5.0	2	-3	0	3.4	-8
CC1=C2CCC3C(CCC4=CC(=O)CCC43C)C2CC1 (stereo unspecified)	/	7	/	-1.2	0	4	-12	0.4	-11
CCCN1Cc2cccc(C(=O)NCc3ccc4c(c3)OCO4)c2C1=O	5.7	9	-7	-3.0	3	-1	-26	0.1	20
COc1ccc(NS(=O)(=O)c2ccc(N3CCCC3=O)cc2)cn1	2.6	6	-2	-4.4	4	-4	10	/	8
O=C(Cn1cc([N+](=O)[O-])cn1)NC1CCCCCC1	-2.9	1	8	-0.5	-2	2	-1	-2.9	1
Clc1ccc2c(SCC3CO3)c3ccccc3nc2c1 (stereo unspecified)	/	-3	/	-1.9	122*	15	1	/	3
Cc1ccc(-c2csc3nc[nH]c(=O)c23)cc1	1.8	7	3	-1.8	2	-6	3	0.3	-7
C[Se]C[C@@H](N)C(=O)O	-1.5	6	2	-3.2	-1	5	-4	-1.0	-6
CCOC(=O)c1[nH]c(C)c(C(=O)NCc2cccnc2)c1C	-1.8	3	-9	-0.1	7	-1	-1	0.9	-17
CN(C)CCN1C(=O)C(O)=C(C(=O)c2ccco2)C1c1ccccc1F (stereo unspecified)	4.9	0	-7	-1.0	2	5	6	-2.7	-6

SMILES	UGM FP inh	PrPC surface inh	Rv3671c protease	FadD28 binding	Mtb FBA inh	GDH-TPI counter	MazF activator	Mtb BioA inh	BoNT F protease
O=C(c1ccc([N+](=O)[O-])cc1)n1nc(-c2ccccc2)nc1NCc1ccccc1	1.9	-1	-4	-0.6	4	-1	-3	1.9	-4
CCOC(CCc1c(C)nc(NC(C)=O)[nH]c1=O)OCC	3.6	4	/	-3.5	2	4	8	/	?
CC1CC(C)CN(C(=O)c2cc3c(s2)CCC3)C1 (stereo unspecified)	-1.0	-4	12	-2.8	1	4	5	2.0	11
Nc1nc(SCC(=O)Nc2cc(C(F)(F)F)ccc2N2CCOCC2)n[nH]1	-0.3	0	4	-1.0	-1	-2	4	/	-2
CSCC[C@H](NC(=O)Nc1ccccc1C)C(=O)O	-0.9	0	9	-1.1	0	14	-12	/	6
CN(CC(=O)Nc1nc2ccc(F)cc2s1)S(=O)(=O)c1ccc(Cl)cc1	-3.4	2	1	-2.4	-2	5	7	-0.8	-1
CCN(CC)C(=O)C1CCCN(Cc2cccc(F)c2)C1 (stereo unspecified)	-3.8	-4	9	-2.5	1	-7	0	0.1	13
CS(=O)(=O)c1ccc(NS(=O)(=O)c2ccc(Cl)c(C(=O)NC3=NCCS3)c2)cc1	0.3	0	-5	-1.6	3	4	4	0.0	-3
Cc1nc2nc3c(c(=O)n2[nH]1)CCC3	0.7	-4	6	-1.1	3	-5	10	/	1
CCCCC(=O)OCC(=O)N1N=C(c2c[nH]c3ccccc23)C(O)C1c1ccc(OC)cc1 (stereo unspecified)	0.2	-2	4	-3.9	10	14	-10	/	?
COC(=O)[C@@]12CCCCN1[C@H](c1ccc(-c3ccccc3)cc1)[C@H]1C(=O)N(C)C(=O)[C@H]12	1.4	2	3	-0.5	0	5	-7	-0.8	-2
COc1ccc(CN2CCCC(C(=O)N3CCCCC3)C2)cc1OC (stereo unspecified)	4.1	-12	2	-1.0	-2	6	5	-2.3	16
Cc1cccc(NC(=O)Nc2ccc3c(c2)OCO3)n1	1.7	4	-13	-0.8	2	2	8	/	-5
CC(C)NC(=O)CC(=O)N/N=C\c1ccccc1C(=O)O	1.0	-2	-2	-0.6	0	-6	1	/	0
C/C(=N/NC(=O)c1ccc2c(c1)OCO2)c1cccc(NC(=O)C(C)(C)C)c1	-0.4	11	-2	-1.8	-4	15	-3	-0.3	-19

Some values from the entries so far.
MazF activator result of CCOC(CCc1c(C)nc(NC(C)=O)[nH]c1=O)OCC = 8
MazF activator result of CC(C)NC(=O)CC(=O)N/N=C\c1ccccc1C(=O)O = 1
Mtb BioA inh result of C/C(=N/NC(=O)c1ccc2c(c1)OCO2)c1cccc(NC(=O)C(C)(C)C)c1 = -0.3

Retrieved by structure from above:
SMILES	UGM FP inh	PrPC surface inh	Rv3671c protease	FadD28 binding	Mtb FBA inh	GDH-TPI counter	MazF activator	Mtb BioA inh	BoNT F protease
CC1CC(C)CN(C(=O)c2cc3c(s2)CCC3)C1 (stereo unspecified)	-1.0	-4	12	-2.8	1	4	5	2.0	11
O=C(c1ccc([N+](=O)[O-])cc1)n1nc(-c2ccccc2)nc1NCc1ccccc1	1.9	-1	-4	-0.6	4	-1	-3	1.9	-4
Cc1nc2nc3c(c(=O)n2[nH]1)CCC3	0.7	-4	6	-1.1	3	-5	10	/	1

Next records follow:
SMILES	UGM FP inh	PrPC surface inh	Rv3671c protease	FadD28 binding	Mtb FBA inh	GDH-TPI counter	MazF activator	Mtb BioA inh	BoNT F protease
O=C(NS(=O)(=O)c1ccc2c(c1)OCCO2)c1ccccc1	0.9	-1	4	0.5	0	5	6	-2.3	1
NC(N)=N/N=C/c1cccc(Cl)c1Cl	-1.6	-4	-4	-6.4	0	-1	17	0.0	2
O=C(O)c1ccc(N/N=C/c2ccc3c(c2)OCO3)cc1	-1.5	4	7	1.7	-5	33*	4	/	3
COc1ccc(S(=O)(=O)CCc2nnc(NC(C)=O)s2)cc1	-2.2	0	4	-3.1	5	1	2	/	3
Cc1cc(Br)ccc1NC(=O)CN(C)C(=O)CN1C(=O)NC2(CCCC2)C1=O	-0.1	9	2	0.7	3	5	-18	-0.8	-2
Cc1ccc2nc3sc(C(=O)N4CCCc5ccccc54)c(N)c3cc2c1	-0.3	-2	3	-1.4	-1	11	-54	-2.1	5
COc1ccc(/C=N/N=C/c2ccc(OC)c(OC)c2)cc1OC	4.0	-3	1	-3.2	0	9	-4	0.4	-6
CC(=O)c1ccc(Sc2ccc(C(C)=O)cc2)cc1	-0.2	11	-2	-1.9	8	19	-2	6.9	-1
COCCC(=O)N1CCCC(C(=O)c2ccc3c4c(cccc24)CC3)C1 (stereo unspecified)	-2.0	0	-6	-1.3	8	4	-8	/	-1
CCN(Cc1ccc(NC(C)=O)cc1)CC1CCCN(CCc2cccc(OC)c2)C1 (stereo unspecified)	2.6	-9	5	-2.7	-2	-1	-22	-1.5	/
Cc1ccnc(NC(=O)c2cccc(NC(=O)c3ccc(Cl)c(Cl)c3)c2)c1	/	-7	/	-0.7	0	10	-19	0.8	-21
CCOC(=O)c1cc(-c2ccc(C)cc2)n(CCC(=O)NCCCOC)c1C	-2.2	-1	-12	-5.0	0	-2	6	/	3
Nc1ccccc1N1C(=O)c2cccc3cccc(c23)C1=O	0.3	-32	-1	-2.7	0	4	-2	-0.6	-1
CCOC(=O)c1ccccc1NC(=O)c1ccc(NS(C)(=O)=O)cc1	-4.8	-4	-12	-4.6	10	27	1	/	-12
O=C(c1ccccc1)N1CCCC(C(=O)N2CCc3ccccc3C2)C1 (stereo unspecified)	-0.7	8	-10	-1.6	3	-8	-1	-0.5	-16

SMILES	UGM FP inh	PrPC surface inh	Rv3671c protease	FadD28 binding	Mtb FBA inh	GDH-TPI counter	MazF activator	Mtb BioA inh	BoNT F protease
CCOC(=O)c1ccc(-c2ccc(/C=N/NC(=O)CN(c3cccc(C)c3)S(C)(=O)=O)o2)cc1	3.8	2	-1	-3.5	0	6	-2	/	3
COc1cccc(NC(=S)NC2CC(C)CC(C)(C)C2)c1 (stereo unspecified)	/	17	/	-1.8	4	9	2	-0.2	-1
COc1ccccc1C1CCN(Cc2cccc([N+](=O)[O-])c2)CC1	-0.1	-4	-3	-2.2	-2	9	-1	/	5
CNC(=O)NC(=O)C(OC(=O)Cc1cccc(C(F)(F)F)c1)c1ccccc1 (stereo unspecified)	0.2	0	4	-1.6	-2	7	4	-0.8	-16
O=C(COC(=O)c1cccnc1Cl)NC1CCCc2ccccc21 (stereo unspecified)	-2.9	1	2	-1.6	-2	4	5	2.1	?
Cc1cccc(OCC(=O)NCC(=O)n2nc(C)cc2C)c1	-0.8	3	10	-0.7	-6	16	5	-0.2	-5
COc1ccc2nc(C)cc(SCC(=O)N/N=C/c3c(OC)ccc4ccccc34)c2c1	-0.3	-3	-8	-3.6	-5	-5	47	/	8
COC(=O)C1CCCCN1C(=O)CCc1nnc(CCc2c[nH]c3ccccc23)o1 (stereo unspecified)	1.6	14	2	-0.2	-1	7	-7	/	-9
CC1Sc2ccc(C(=O)Nc3ccc(S(=O)(=O)N(C)C)cc3)cc2NC1=O (stereo unspecified)	3.3	3	-22	-6.8	-3	12	-5	0.2	/
CC(C)(C)C(=O)OCc1cn(-c2ccc(Cl)cc2)nn1	1.2	0	5	-5.7	-2	-5	6	0.1	0
COc1ccc2c(c1)OC[C@H]1[C@H]2N2C(=O)CN(Cc3ccc(C)cc3)C(=O)[C@@]2(C)[C@H]1c1ccccc1	0.0	-1	-17	-2.6	1	7	0	-2.0	2
C=CCN(CC=C)S(=O)(=O)c1ccc(NC(=S)NC(=O)/C=C/c2ccc(C)cc2)cc1	-1.4	4	-7	1.0	1	8	1	0.5	-15
COc1cc(C=O)ccc1OCCCCOc1ccccc1[N+](=O)[O-]	-0.6	-2	-1	-6.4	-4	7	-7	/	-3
